Mm-Cpn inhibitor: inhibitors of Methanococcus maripaludis chaperonin (MmCpn). Potency, µM (top dose mostly 76.9 µM), inactives show top-dose activity, negative = inhibition, most hits filed as inhibitors. 330,000 compounds, 0.031% hits. purified Mm-Cpn ATPase, ADP Transcreener TR-FRET; also: potency is read from the fitted curve at half-maximal effect; % is scaled to controls: 0 for no effect and ±100 for the full control effect; nearly all actives have a fitted effect of over 80% in size
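ATPase read-out: TR-FRET ADP immunoassay (anti-ADP Eu cryptate vs ADP-d2), ex 320 nm, em 590/665 nm; signal drops as ADP forms. Enzyme 25 nM, ATP 10 uM, 30 min at 37°C after 10 min compound preincubation.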
Akt phos inh: blocks phosphorylation of Akt; Neuro2A IGF-stimulated pAkt S473 HTRF, 20 min; stronger effect = lower value; activity change, % for hits at 50 µM; 360,000 compounds, 0.32% hits; in the data active = activity change below about -80%; inconclusive = mostly about -51% to -80%; also: % is scaled to controls: 0 for no effect and ±100 for the full control effect
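Neuro2A cells (4,500/well, DMEM with 0.5% FBS) were treated with compound at a single 50 µM final concentration, stimulated with 6 nM IGF for 20 min at 37 °C, and lysed. Phospho-Akt Ser473 was read by HTRF as 665/615 ratio ×10^4.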
TGFb SMAD3 inh: blocks TGF-b signaling; 410,000 compounds, 1.2% hits; AID 588855; HepG2 CAGA-GFP TGF-b/SMAD3 reporter, GFP fluorescence, 18 h; TGF-beta stimulated, 500 pg/mL final; Potency, µM (series often up to 46.1 µM), for the others: top-dose activity, negative = inhibition, most hits filed as inhibitors; also: potency is read from the fitted curve at half-maximal effect; % is scaled to controls: 0 for no effect and ±100 for the full control effect; nearly all actives have a fitted effect of over 65% in size
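Inhibition of TGF-beta-driven CAGA-GFP reporter expression in HEPG2 cells is measured by cellular GFP fluorescence after 18 h stimulation with 500 pg/mL recombinant TGF-beta in 1% FBS medium at 37 degrees C.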
CCT chaperon mod: cytosolic chaperonin activity modulation; purified chaperonin ATPase assay, HTRF ADP detection, 30 min; activity change, % (no concentration beside the values), hits read low; 360,000 compounds, 0.3% hits; in the data active = activity change below about -30%; also: % is scaled to controls: 0 for no effect and ±100 for the full control effect
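Enzyme 40 or 20 nM (batch-dependent) in Tris pH 7.4/KCl/MgCl2/DTT; cpd 76 uM single point; ATP 10 uM; 30 min 37 °C; Transcreener ADP HTRF detection, 30 min RT; ratio 665/615.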
HepG2 tox: kills HepG2 cells in TGF-b inhibitor counter-screen | 410,000 compounds, 0.76% hits | HepG2 CAGA-GFP viability, ATP luminescence, 18 h | Potency, µM (doses to about 46.1 µM), for inactives: at the highest dose activity change, negative = cytotoxicity, actives largely listed as cytotoxic; also: potency is read from the fitted curve at half-maximal effect; some results filed as inactive show a strong effect at the top dose
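HepG2 CAGA-GFP cells (1000/well, DMEM with 1% FBS) received compound, then TGF-beta at 500 pg/mL final, and were incubated 18 hours at 37 degrees C. Viability was read by CellTiter-Glo luminescence. Media-only wells were set as complete cell-killing and DMSO as no toxicity.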
Nrf2 activator: activators of Nrf2 (ARE) signaling; AREc32 ARE-luciferase reporter (MCF7-derived line), luminescence, 24 h; Potency, µM (titrated, usually from 46.1 µM), without a hit: top-dose activation, usual class: activators; 410,000 compounds, 0.31% hits; AID 624171; also: potency is read from the fitted curve at half-maximal effect; % of control where 0% means no effect; nearly all actives have a fitted effect of over 65% in size
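Nrf2 activation is followed as ARE-luciferase induction in the AREc32 line after one day of compound treatment; luminescence is read with Steady-Glo.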
A549 viability: A549 cytotoxicity, counter-screen for Nrf2 inhibitors | 390,000 compounds, 0.16% hits | Potency, µM (top dose mostly 46 µM), without a hit: top-dose activity change, negative = cytotoxicity, hits mostly inhibitors | A549 ARE-Fluc cells, CellTiter-Fluor viability, 18-24 h; also: potency is read from the fitted curve at half-maximal effect; % is scaled to controls: 0 for no effect and ±100 for the full control effect
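A549 ARE-Fluc cells in 5% FBS OPTI-MEM, 5000 cells/well, rested 2 h then exposed to compounds in concentration-response for 18-24 h at 37 °C. Viability by CellTiter-Fluor fluorescence (Ex 405/Em 525) after 30 min; luciferase luminescence (BugLite, 15 min, RT) read afterwards.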
Nrf2 block: blocks Nrf2 signaling; Potency, µM (titrated, usually from 46 µM), for inactives: at the highest dose activity change, negative = inhibition, hits mostly inhibitors; 360,000 compounds, 2.1% hits; A549 ARE-Fluc reporter, luciferase luminescence, 18-24 h; also: potency is read from the fitted curve at half-maximal effect; % is scaled to controls: 0 for no effect and ±100 for the full control effect; nearly all actives have a fitted effect of over 60% in size
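A549 ARE_Fluc cells, 5000/well, 5% FBS OPTI-MEM; compounds in dose-response, 18-24 h at 37 °C/5% CO2; CellTiter-Fluor viability read (Ex 405/Em 525), then BugLite luciferase luminescence = Nrf2 activity.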
S2 tox: viability counter-screen for ATXN expression inhibitors; S2 cells (HEK-293 line with an ATXN2-luciferase reporter) viability, CellTiter-Fluor protease fluorescence, 24 h; Potency, µM (highest dose often 56.7 µM), most hits filed as cytotoxic; 400,000 compounds, 0.49% hits; AID 651635; also: potency is read from the fitted curve at half-maximal effect; nearly all actives have a fitted effect of over 40% in size
Starred values were filed as active, the others as inactive; i = inactive; ? = inconclusive; . = no result given; [ ] = dose if it differs, or a comment. Unless noted, calls follow the shape of the dose curve; as a rule, active = well fitted curve in the direction sought with a large enough effect; inconclusive = small, poorly fitted or top-dose-only effect, or another doubt; inactive = no such curve, though single readings can be large; an effect the other way counts as inactive or inconclusive. Compounds were not picked by outcome. Share with any hit: about 4.4%.

Structure	Mm-Cpn inhibitor	Akt phos inh	TGFb SMAD3 inh	CCT chaperon mod	HepG2 tox	Nrf2 activator	A549 viability	Nrf2 block	S2 tox
CCN(CC)S(=O)(=O)c1ccc(-c2nnc(SCC(=O)c3ccc(OC)cc3)o2)cc1	-4%	i	3%	2.2	3%	-0.5%	1%	27%	i
Clc1ccc(N2CCN(Cc3ccco3)CC2)cc1	1%	i	1%	-0.3	-4%	0.4%	2%	6%	i
Cc1cccc(-n2ncc3c(NCc4ccc5c(c4)OCO5)ncnc32)c1	0%	.	19%	1.2	-2%	-0.4%	-9%	-16%	.
CCOCC(=O)Nc1cccc(NC(C)=O)c1	1%	i	3%	1.4	11%	-0.8%	-2%	.	i
Cc1ccc(C)c(N2CCN(C(=O)c3cc(C)nc4c3c(C)nn4-c3cccc(F)c3)CC2)c1	.	.	?	.	-4%	5.2%	-5%	-21%	i
Cc1ccc(CC2CC(=O)N(c3ccncc3)C2=O)cc1 (stereo unspecified)	0%	i	2%	-1.2	-15%	-0.2%	1%	?	i
COc1ccc(CC(=O)N2CC(=O)Nc3ccc(Br)cc3C2c2ccc(F)cc2)cc1 (stereo unspecified)	.	.	-12%	.	-2%	5.4%	1%	-14%[9.27 µM]	i
Cc1ccccc1-c1nc2scc(CCNC(=O)c3ccco3)n2n1	.	.	-1%	.	-6%	13%	4%	.	i
COc1ccccc1S(=O)(=O)Nc1cccc(-c2nnc3n2CCCCC3)c1	0%	i	-1%	-2.2	2%	-0.6%	4%	8%	i
CN1CCN(S(=O)(=O)c2cccc(C(=O)O)c2)CC1	-3%	i	5%	-2.2	14%	-1.2%	-4%	8%	i
Cc1cnc(C(=O)OCC(=O)c2ccc(Br)s2)cn1	?	i	0%	-1.9	0%	-0.1%	2%	1%	i
COc1ccc(CSC2=NCCN2)cc1Br	-6%	i	?	-2.6	-38%	0.6%	15%	5%	i
CC(=O)c1cccc(NC(=O)/C(=C\c2cccnc2)NC(=O)c2ccco2)c1	0%	i	16%	-2.4	3%	-0.2%	-6%	6%	?
Cc1ccc(NC(=O)C2(C)CCN2CCc2ccccc2)cc1O (stereo unspecified)	.	i	2%	-1.4	1%	0.5%	.	.	i
O=C(c1cc2n(n1)C(C(F)(F)F)CC(c1ccco1)N2)N1CCc2ccccc2C1 (stereo unspecified)	1%	i	?	3.3	-1%	1.9%	-8%	-14%	i
CCCC(=O)Nc1ncnc2c1ncn2[C@@H]1O[C@@H]2OP(=O)(O)OC[C@H]2[C@H]1OC(=O)CCC	1%	i	-1%	-0.1	-11%	1.7%	4%	17%	i
CCOc1cc(-c2nc(C)c(C(C)=O)n2O)ccc1OCC(=O)Nc1ccc(F)cc1	-2%	i	-9%	-4.0	-12%	0.1%	1%	-11%	i
N/C(=N\OC(=O)c1ccco1)c1cccc(Br)c1	1%	i	20%	-3.2	7%	4.5µM*	0%	?	i
O=C(c1ccccc1)c1ccc(Oc2ccc([N+](=O)[O-])cc2[N+](=O)[O-])cc1	.	i	-26%	-0.9	-12%	?	-7%	-10%	i
CC1=CC(C)(C)[N+](C)(C)c2ccc(C)cc21	-2%	i	9%	-0.3	6%	-0.1%	-7%	8%	i

Quoted from the listing.
Reading of Cc1ccc(NC(=O)C2(C)CCN2CCc2ccccc2)cc1O (stereo unspecified) in CCT chaperon mod: -1.4
Reading of O=C(c1ccccc1)c1ccc(Oc2ccc([N+](=O)[O-])cc2[N+](=O)[O-])cc1 in A549 viability: -7%
Reading of O=C(c1cc2n(n1)C(C(F)(F)F)CC(c1ccco1)N2)N1CCc2ccccc2C1 (stereo unspecified) in Nrf2 block: -14%
Reading of Cc1ccc(C)c(N2CCN(C(=O)c3cc(C)nc4c3c(C)nn4-c3cccc(F)c3)CC2)c1 in HepG2 tox: -4%

(cont.)
Structure	Mm-Cpn inhibitor	Akt phos inh	TGFb SMAD3 inh	CCT chaperon mod	HepG2 tox	Nrf2 activator	A549 viability	Nrf2 block	S2 tox
COC(=O)Cc1cc(=O)n2[nH]c(C(F)(F)F)nc2n1	-1%	i	-3%	-3.7	3%	0.3%	-6%	-10%	i
Cc1ccc(-c2nnc(CCC(=O)NCc3csc(C)n3)o2)s1	-1%	i	-1%	-1.6	0%	0.4%	2%	5%	i
CCN1CCCC1CNC(=O)Cn1cc2c(n1)CCC(C)C2 (stereo unspecified)	-1%	i	-15%	1.6	-27%	-0.1%	5%	1%	i
C=CCN1C(=O)/C(=C\c2ccc(OC(=O)c3ccco3)c(OC)c2)SC1=S	-1%	i	36%[activator]	-84*	3%	3.1%	2%	7%	?
Cc1nn(C)c(C)c1NC(=O)COc1ccccc1C#N	0%	i	-2%	-2.7	-14%	-0.2%	-6%	-5%	i
O=c1c2ccccc2cnn1Cc1nnc(-c2cccs2)o1	2%	i	12%	1.4	-7%	-0.2%	3%	27%	i
N#Cc1cnc2nc1NCCCCCCC2	.	i	7%	0.3	-5%	0.2%	.	.	i
O=C(NCCSc1c[nH]c2ccccc12)c1ccco1	3%	i	-1%	-1.8	-4%	6.0%	-5%	11%	i
O=NN(CCF)C(=O)NC1CCS(=O)(=O)CC1	.	i	.	0.3	.	-0.9%	.	.	i
O=C(O)c1ccc2nc(CO)[nH]c2c1	2%	i	11%	-1.0	5%	0.3%	-9%	-12%	i
CC(Nc1cc(N2CCN(S(=O)(=O)N(C)C)CC2)ccc1[N+](=O)[O-])c1ccccc1 (stereo unspecified)	1%	i	18%	-1.0	1%	0.2%	-6%	0%	i
CCNc1nc(OC)nc(Oc2ccc(=O)[nH]n2)n1	.	.	32%[activator]	.	-1%	-0.9%	-11%	0%	i
CSCCC(NC(N)=O)C(=O)NCc1ccccc1Cl (stereo unspecified)	0%	i	10%	-0.4	4%	-0.7%	0%	-2%	i
COc1ccc(C(=O)N(C)[C@H]2C[C@H]3c4[nH]c5ccccc5c4CCN3C(=O)[C@H]2CO)cc1	.	i	4%	1.7	2%	7.0%	.	.	i
CCCCC(CC)C(=O)Nc1cccc(SC)c1 (stereo unspecified)	-9%	i	-9%	0.0	-76%	0.4%	1%	1%	i
CCOC(=O)C1(C)NC(c2ccco2)C2C(=O)N(c3ccc(C)cc3)C(=O)C21 (stereo unspecified)	-1%	i	-2%	-1.1	1%	-0.7%	-1%	0%	i
Cc1c(CNC2CCC(C)CC2)c(C(=O)O)c(C)n1Cc1ccccc1F (stereo unspecified)	.	.	-4%	.	-7%	0.2%	-11%	-11%	?
CC(C)n1c(=O)c2ccccc2n1C(=O)c1ccccc1	.	i	-7%	-0.3	-5%	0.3%	.	.	i
CC(=O)N1CSCC1C(=O)N1CCN(c2ccc(N3CCOCC3)nn2)CC1 (stereo unspecified)	-3%	i	-10%	-4.3	-1%	-0.4%	1%	15%	i
COC(=O)c1sc2cccc(F)c2c1S(=O)(=O)N1CCN(c2cccc(C)c2)C(C)C1 (stereo unspecified)	.	.	0%	.	-28%	4.6%	-5%	3%	i

Compound profiles (already shown). Order of values: Mm-Cpn inhibitor | Akt phos inh | TGFb SMAD3 inh | CCT chaperon mod | HepG2 tox | Nrf2 activator | A549 viability | Nrf2 block | S2 tox
CCN1CCCC1CNC(=O)Cn1cc2c(n1)CCC(C)C2 (stereo unspecified) is listed as -1% | i | -15% | 1.6 | -27% | -0.1% | 5% | 1% | i
CC(Nc1cc(N2CCN(S(=O)(=O)N(C)C)CC2)ccc1[N+](=O)[O-])c1ccccc1 (stereo unspecified) is listed as 1% | i | 18% | -1.0 | 1% | 0.2% | -6% | 0% | i

Next structures follow:
Under each structure – Mm-Cpn inhibitor, Akt phos inh, TGFb SMAD3 inh, CCT chaperon mod, HepG2 tox, Nrf2 activator, A549 viability, Nrf2 block, S2 tox
CC(C)CCNC(=O)NC(=O)COC(=O)/C=C/c1cc(Br)ccc1F
  2%, i, -4%, -5.3, 7%, 0.6%, 2%, -5%, i
CCOc1ccc(C(=O)Nc2c(C(=O)N3CCN(c4ccccc4F)CC3)oc3ccccc23)cc1
  ., ., -7%, ., -8%, -0.5%, 10%, -10%, i
CCC(=O)N1CCc2cc(CNC(=O)Nc3cc(C)ccc3C)ccc21
  ., ., -13%, ., -5%, 1.0%, 6%, ., i
Cc1ccc(S(=O)(=O)N(C)C)cc1NC(=O)COC(=O)CN1C(=O)c2ccccc2C1=O
  -5%, i, 4%, 1.5, 0%, -0.9%, 8%, 1%, i
Cc1cc(O)c(C(C)C)cc1NC(=O)c1cccc(Cl)c1
  0%, ., -11%, -4.8, -43%, 0.3%, -2%, -11%, .
CC(C)C(=O)Nc1cccc(-c2nc3ccccc3c(=O)o2)c1
  0%, i, 17%, -5.2, 17%, -1.0%, -3%, 1%, i
CCCCN(Cc1ccccc1)C(=O)C1CCN(Cc2sccc2C)CC1
  -1%, i, 5%, -1.1, 9%, -0.6%, 2%, 14%, i
Cc1cc(NC(=O)/C(C#N)=C\c2ccc(-c3ccc(SC(F)F)cc3)o2)n(-c2ccccc2)n1
  ., i, -9%, -3.2, 2%, 0.3%, 3%, ?, i
CCC(=O)Nc1ccc(C)cc1-c1nc2ccccc2n(CC(=O)Nc2ccccc2Cl)c1=O
  ., ., 180%[activator], ., 78%, 1.2%, 7%, 5%, .
COc1ccccc1CC(NC(C)=O)C(=O)N1CCN(C(=O)c2cccs2)CC1 (stereo unspecified)
  0%, i, -14%, 0.3, 3%, -0.4%, -5%, ., i
